14-3-3 PPI: 14-3-3 gamma protein interaction modulation; P61981; inhibition, % at 40 µM; AID 422; actives 0.19% (n = 160,000); FP, 14-3-3gamma / TMR-pS259-Raf peptide binding; in the data active means inhibition above about 30%;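 further: 0% = protein plus tracer without compound and 100% = blank with tracer alone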
Target sequence (P61981 whole entry, looked up): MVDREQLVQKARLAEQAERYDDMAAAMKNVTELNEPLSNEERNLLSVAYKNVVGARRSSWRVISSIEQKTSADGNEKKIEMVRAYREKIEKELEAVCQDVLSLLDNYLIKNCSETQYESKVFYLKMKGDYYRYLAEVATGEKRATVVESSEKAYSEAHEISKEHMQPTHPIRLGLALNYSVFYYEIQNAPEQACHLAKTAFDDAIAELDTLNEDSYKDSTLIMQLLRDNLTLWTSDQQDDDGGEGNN
Starred values were filed as active, the others as inactive; & = joins results of further samples. These rows are one share of the data, so the mix of outcomes need not match the whole.

SMILES	14-3-3 PPI
CCOC(=O)c1c(CN2CCOCC2)n(-c2ccccc2)c2ccc(O)cc12	1.9
O=S(=O)(NCCc1csc(-c2ccccc2)n1)c1ccc2c(c1)OCCO2	-4.3
COC(=O)c1ccc(C(=O)OC)c(NC(=O)c2c(OC)cccc2OC)c1	-6.2
CCOCCCNC(=O)c1ccc2c(c1)OCO2	-2.8
O=[N+]([O-])c1ccccc1S(=O)(=O)c1ccccc1	8.8
O=C(Oc1ccc(Cl)cc1)c1cccs1	-12.5
O=C1CC(c2ccccc2)Sc2nc(-c3ccc([N+](=O)[O-])cc3)nn21 (centres undefined)	-3.7
Cn1c(=O)cc(OCC(=O)NCc2cccnc2)c2ccccc21	-1.0
Cc1ccc(-n2c(SCC(=O)Nc3ccccc3F)nc3c([nH]c4ccccc43)c2=O)cc1	6.8
O=C(Nc1sc2c(c1C(=O)Nc1ccc(Cl)cc1)CCCCC2)c1cccs1	-15.7
COc1ccc(Cl)cc1C(=O)N1CCN=C1SCc1ccccc1F	-6.9
CCCOc1ccc(/C(O)=C2\C(=O)C(=O)N(Cc3cccnc3)C2c2ccc(C)cc2)cc1C (centres undefined)	-2.2
O=C(NCC1CCCO1)C1CC(=O)N(CCc2ccccc2)C1 (centres undefined)	-1.5
Cc1cc(NC(=O)CSc2nc3c(c(=O)n2C)SC(C)C3)no1 (centres undefined)	-27.7
CCc1ccc(C(=O)CC2(O)C(=O)N(CCc3ccccc3)c3ccc(Cl)cc32)cc1 (centres undefined)	-1.9

5 structures from above, sorted by SMILES length, rising:
SMILES	14-3-3 PPI
O=C(Oc1ccc(Cl)cc1)c1cccs1	-12.5
CCOCCCNC(=O)c1ccc2c(c1)OCO2	-2.8
O=C(NCC1CCCO1)C1CC(=O)N(CCc2ccccc2)C1 (centres undefined)	-1.5
Cn1c(=O)cc(OCC(=O)NCc2cccnc2)c2ccccc21	-1.0
Cc1cc(NC(=O)CSc2nc3c(c(=O)n2C)SC(C)C3)no1 (centres undefined)	-27.7

Carrying on:
SMILES	14-3-3 PPI
CN(C(=O)CSc1nc(N)nn1-c1ccccc1)c1ccccc1	6.4
COc1cccc(NC(=O)CSc2nnc(Cn3c(=O)sc4ccccc43)n2C)c1	0.5
COCCN1C(=O)c2ccccc2C(C(=O)NCCc2ccc(Cl)cc2)C1c1c[nH]c2ccccc12 (centres undefined)	-3.5
COc1ccc(OC)c(NC(=O)c2ccc(NC(C)=O)cc2)c1	-5.8
COC(=O)c1ccc(Nc2ncnc3nc[nH]c23)cc1	-10.0
O=C(NCc1ccc(Cl)cc1)C(=O)Nc1ccccc1Br	4.5
O=C(C(Cc1ccccc1)NS(=O)(=O)c1cccs1)N1CCCCC1 (centres undefined)	-6.5
O=C(Nc1nc(-c2nc3ccccc3s2)cs1)c1ccc(S(=O)(=O)N2CCCCCC2)cc1	-14.5
O=C(Nc1nc2nc(-c3ccccc3)cc(-c3ccccc3)n2n1)c1ccco1	-27.6
Cc1ccc2c(c1)c(=O)c1ccccc1n2CC(=O)Nc1cccc(F)c1	-5.8
C/C=C/COc1nc2c(c(=O)n(C)c(=O)n2C)n1C	-1.3
O=C(NC1=NCCS1)c1cccc(NC(=O)c2ccco2)c1	-10.1
COc1ccc(OC)c(S(=O)(=O)Nc2c(F)cccc2F)c1	-4.7
Cc1cc(C)c(S(=O)(=O)NCCc2cc3cc(C)c(C)cc3[nH]c2=O)c(C)c1	-2.2
CCOC(=O)C(NC(C)=O)C(O)c1cccc(N)c1 (centres undefined)	2.0
CCCCCn1c(=O)[nH]c2cc(C(=O)N3CCN(c4cccc(C)c4)C(C)C3)ccc2c1=O (centres undefined)	-0.2
O=C1c2cccc3c([N+](=O)[O-])ccc(c23)C(=O)N1c1ccc(Sc2ccc([N+](=O)[O-])cc2)cc1	-23.7
COCCN(CCOC)Cc1c(C)[nH]c2c(C)c(C)ccc2c1=O	-2.7
CCN(CC)c1ccc(NC(=O)CN2CCN(c3ccccc3OC)CC2)cc1	-4.4
COc1ccc(NC(=O)CCS(=O)(=O)c2cc(Br)cc3c2N(C(C)=O)CC3)cc1	-9.4
CCN(CC)S(=O)(=O)c1ccc2[nH]cc(C(=O)NC3CC3)c(=O)c2c1	2.4
CCN(CC)S(=O)(=O)c1cccc(-c2nnc(SCCCC(=O)c3ccc(F)cc3)o2)c1	-3.0
Cc1ccc(-n2c(COc3cccc(C)c3)n[nH]c2=S)cc1	-1.4
CCOC(=O)CSc1nnc(CCc2nc3ccccc3[nH]2)n1C	3.6
O=C(CCNS(=O)(=O)c1cccs1)Nc1ccc(Cl)cc1	-4.3
COc1ccc(N=Cc2cn(-c3ccccc3)nc2-c2cccs2)cc1	5.8
CCC(c1nnnn1Cc1ccco1)N(Cc1ccccc1OC)Cc1cc2cc(C)ccc2[nH]c1=O (centres undefined)	-5.2
Cc1ccc(C2C3=C(CCCC3=O)Nc3nc(SCc4cccc(C)c4)[nH]c(=O)c32)cc1 (centres undefined)	-9.8
CN(C)c1ccc(C(=O)N2CC(=O)N(CCc3ccccc3)C(=O)C2)cc1	-6.6&-31.2
CCSc1nnc(-c2ccc(S(=O)(=O)NCc3cccs3)cc2)o1	-9.5
CCC(C)(C)n1nnnc1C(c1ccc(OC)c(OC)c1)N1CCN(c2ccc(OC)cc2)CC1 (centres undefined)	4.9
Cc1ccc(-n2c(=O)c3ccccc3n(Cc3ccccc3Cl)c2=O)cc1	8.3
COc1ccc(C(=O)Oc2ccc(C(=S)N3CCC(C)CC3)cc2OC)cc1	4.9
CC(C)OC(=O)CC12CN3CC(CC(=O)OC(C)C)(CN(C1)C(=O)c1ccccc1C3=O)C2=O	-1.3
COc1ccc(C2CC(=O)Nc3cc4c(cc32)OCO4)c(OC)c1OC (centres undefined)	0.3
O=C(NCc1ccc(Cl)cc1)C1CCN(S(=O)(=O)N2CCOCC2)CC1	-3.8
CCc1[nH]nc2c1C1(CCOC1C)C(C#N)=C(N)O2 (centres undefined)	-4.3
C(=Nc1c(-c2ccco2)nc2ccccn12)c1cn(Cc2ccccc2)c2ccccc12	-12.0
COc1cc2c(c([N+](=O)[O-])c1)NS(=O)(=O)c1ccc(Cl)cc1-2	-8.0
O=C(CSc1nc2ccccc2c(=O)n1Cc1ccco1)NC1CCCCC1	-4.5
COc1ccc(-c2csc(N)n2)cc1[N+](=O)[O-]	-28.1
C/C(=C1\SC(N2CCOCC2)=NC1=O)c1ccc(C)cc1	-2.9
COC(=O)c1sc2ccccc2c1NC(=O)c1cccc(Br)c1	-4.2
CCOC(=O)c1c(NC(=O)Cc2cccs2)sc(C(=O)N2CCCCC2)c1C	-4.9
CC(Oc1ccc(F)cc1)c1nc(-c2nonc2N)no1 (centres undefined)	-0.3
COc1ccc(CCNc2nc(=O)[nH]nc2C)cc1OC	-0.6
CCOC(=O)c1nn2c(C(F)(F)F)cc(-c3ccc(Br)cc3)nc2c1Cl	-1.9
CC(C)n1c(Sc2nccn2C)nc2c1c(=O)n(C)c(=O)n2C	-7.0
COC(=O)c1ccccc1NC(=O)CCS(=O)(=O)c1nc(-c2ccc3c(c2)OCO3)cc(C(F)(F)F)n1	-27.1
Cc1nn(Cc2ccc(Cl)cc2)c(C)c1NC(=O)c1cc(-c2ccc(Br)cc2)on1	-133.7
COC(=O)C1C(=O)C2=C(CC1C)NC(C)=C(C(=O)OC(C)C)C2c1ccccc1OC(C)C (centres undefined)	0.4
O=C(O)c1cc(CN2CCOCC2)oc1-c1ccccc1	7.3
Cc1ccc(C)c(NC(=O)C(CC(=O)O)Cc2ccccc2)c1 (centres undefined)	1.0
COc1ccccc1Nc1cc(C(=O)NC2CCCCC2C)c2ccccc2n1 (centres undefined)	2.4
Nc1ccn([C@H]2CC[C@@H](CO)O2)c(=O)n1	-5.4
COC(=O)c1sc2nc3c(c(-c4cccs4)c2c1N)CCCC3	1.0
Cc1ccc(-c2nc3ncccc3o2)cc1NC(=O)c1ccc([N+](=O)[O-])o1	-3.3
COc1ccc(C(=O)O)cc1S(=O)(=O)Nc1cccc(C(F)(F)F)c1	4.1
O=S(=O)(c1cccc2nsnc12)N1CCN(c2ccc(Cl)cc2)CC1	1.4
CCOC(=O)C1=CN(C)C=C(C(=O)OCC)C1c1ccc(Cl)c([N+](=O)[O-])c1	-6.1
Additional records
SMILES	14-3-3 PPI
Cc1ccc(N2C(=O)C3CC=CCC3C2=O)cc1C (centres undefined)	-0.3
Cc1cc(C)c2c(N)c(S(=O)c3ccccc3)sc2n1 (centres undefined)	-2.9
COC(=O)c1ccc(COc2nc(C)cc(C)c2C#N)o1	-11.1
O=C(CC1N=C2c3ccccc3N=C(SCc3ccc(F)cc3)N2C1=O)NCc1ccccc1 (centres undefined)	-12.6
O=C(Nc1c2c(nn1-c1ccc([N+](=O)[O-])cc1)CSC2)C1CCCCC1	-8.4
COc1ccc(N2C(=O)CC(Sc3ccccc3C(=O)O)C2=O)cc1 (centres undefined)	-3.3
CCOc1ccccc1Nc1nc(-c2c(C)nc3cc(C)ccn23)cs1	-2.3
O=C1C(=O)N(c2nc3ccccc3s2)C(c2ccc(F)cc2)/C1=C(\O)c1ccccc1 (centres undefined)	-12.0
O=C(CSc1nnc(-c2cccnc2)o1)OC1CCCCC1	-7.4
COc1cccc(NC(=O)Cn2c3ccccc3c(=O)c3ccc(Cl)cc32)c1	-4.2
O=C(NCc1ccco1)c1scc2c1OCCO2	-7.0
N#Cc1nc(COc2ccccc2)oc1N1CCN(c2cccc(Cl)c2)CC1	-10.2
O=c1[nH]c(-c2ccccc2)c(-c2ccccc2)[nH]1	-6.1&-3.8
O=C(Nc1scc(-c2ccccc2)c1C(=O)O)c1ccco1	-4.3
O=C(CCS(=O)(=O)c1cccc2nsnc12)NCc1ccc2c(c1)OCO2	-4.3

Among those listed so far, these have a nitro group on carbon.
SMILES	14-3-3 PPI
O=[N+]([O-])c1ccccc1S(=O)(=O)c1ccccc1	8.8
O=C1CC(c2ccccc2)Sc2nc(-c3ccc([N+](=O)[O-])cc3)nn21 (centres undefined)	-3.7
O=C1c2cccc3c([N+](=O)[O-])ccc(c23)C(=O)N1c1ccc(Sc2ccc([N+](=O)[O-])cc2)cc1	-23.7
COc1cc2c(c([N+](=O)[O-])c1)NS(=O)(=O)c1ccc(Cl)cc1-2	-8.0
COc1ccc(-c2csc(N)n2)cc1[N+](=O)[O-]	-28.1
Cc1ccc(-c2nc3ncccc3o2)cc1NC(=O)c1ccc([N+](=O)[O-])o1	-3.3
CCOC(=O)C1=CN(C)C=C(C(=O)OCC)C1c1ccc(Cl)c([N+](=O)[O-])c1	-6.1
O=C(Nc1c2c(nn1-c1ccc([N+](=O)[O-])cc1)CSC2)C1CCCCC1	-8.4

Next structures:
SMILES	14-3-3 PPI
CCOC(=O)c1cccc(Nc2cc(C)nc3c(C)cc(C)cc23)c1	-7.2
Cc1ccc(CNC(=O)C2CC(=O)N(C3CCCCC3)C2)cc1 (centres undefined)	-2.5
CCOC(=O)c1c(C)[nH]c(C(C)=O)c1C	-3.0
CCOCCSc1nnc2nc(C)cc(C)n12	9.2
CCOc1ccc(NC(=O)Nc2ccc3c(c2)nnn3C)cc1	-7.2
O=C1C2C(c3ccccc3)C=CC(c3ccccc3)C2C(=O)N1c1nccs1 (centres undefined)	10.1
CCOC(=O)c1oc2ccccc2c1NC(=O)c1ccccc1OC	-0.4
CC(C)(C)NC(=O)C1CC(=O)OC1(C)C (centres undefined)	1.1
COc1ccccc1N1CCN(c2ccc(N3C(=O)C4CCC(C)CC4C3=O)cc2[N+](=O)[O-])CC1 (centres undefined)	1.8
Cc1ccc(S(=O)(=O)N(CC(O)CN2CCCCC2)c2ccccc2)cc1 (centres undefined)	-2.4
CCC(=O)N1CCc2cc(S(=O)(=O)N3CCN(c4ccc(F)cc4)CC3)ccc21	-4.2
CCCCOC(=O)C(C)OC(=O)c1ccc(C)c([N+](=O)[O-])c1 (centres undefined)	4.3
O=C1C2CC=CCC2C(=O)N1c1ccc(Nc2ccc3c(c2)CCC3)c([N+](=O)[O-])c1 (centres undefined)	-4.2
COC(=O)c1ccc(Sc2ccc(F)cc2)c(N)c1	-11.8
COCCNc1nc(C)nc2sc(C)c(C)c12	-8.3
CCc1n(CC(O)COc2c(C)cccc2C)c2ccccc2[n+]1C (centres undefined)	3.0
CC(C)CCNC(=O)c1ccc2c(c1)NC(=O)CS2	2.2
Cc1ccc2c(C)nc(Nc3nc(O)cc(=O)[nH]3)nc2c1	-179.0
C=C1c2cc(OC)ccc2NC(=O)N1CC	3.2&-9.0
Cc1ccc(N(CN2C(=O)C3CC=CCC3C2=O)C(=O)c2ccco2)cc1Cl (centres undefined)	-17.5
COc1ccccc1NS(=O)(=O)c1cccc(C(=O)O)c1	-0.4
Cc1ccc(S(=O)(=O)CC(SC#N)c2ccccc2)cc1 (centres undefined)	-0.4
Cc1ccc(C2C3=C(Nc4ncnn42)c2ccccc2OC3c2cccs2)cc1 (centres undefined)	-10.7
CCn1c(SCCC(=O)Nc2ccccc2)nnc1-c1ccc(OC)cc1	0.3
CC(=O)N1CCc2cc(S(=O)(=O)NCCC(=O)Nc3cccc(C)c3C)ccc21	-3.5
CCOc1ccc2[nH]c(C)c(CN(C)C)c(=O)c2c1	-0.8&-5.6
CN1C(=O)C2(c3ccccc31)C1CCCC=C1C(C#N)=C(N)C2(C#N)C#N (centres undefined)	-12.1
NC(=O)C1(N2CCCCC2)CCN(C(=O)CSc2nc3ccccc3[nH]2)CC1	6.7
Cc1ccc(N2C(=O)C3ON(c4ccccc4)C(c4ccncc4)C3C2=O)c(C)c1 (centres undefined)	-1.8
O=C(NCC1CCCO1)c1ccc(CS(=O)(=O)c2ccc(Br)cc2)o1 (centres undefined)	-3.2
CC(C)C(C(=O)OCC(=O)c1ccccc1)N1C(=O)C2C3CCC(C3)C2C1=O (centres undefined)	4.9
C=CCn1c(COc2ccccc2)nnc1SCc1ccc(C#N)cc1	-7.6
Cc1ccc(C)c(CN2CCNC2=O)c1	4.3&2.5
Cc1cc(NS(=O)(=O)c2ccc(NC(=O)c3ccc(Cl)c([N+](=O)[O-])c3)cc2)nc(C)n1	-12.0
Cc1nc2scc(-c3ccccc3)c2c(=O)n1N	-2.6
CCC1Oc2ccccc2N(CC(=O)NCc2cccnc2)C1=O (centres undefined)	-5.3
O=C1C(Cc2ccc(O)cc2)NC(=S)N1C1CCCCC1 (centres undefined)	-5.0
Cn1ccnc1SCC(=O)Nc1ccc(Oc2ccccc2)cc1	-2.6
CC1CCN(Cc2nc(-c3ccccc3)no2)CC1	-0.1
CCOc1ccc(S(=O)(=O)NCc2ccccc2)c2cccnc12	7.2
